Bioassay records as filed in PubChem BioAssay.
HT1080 IDH1KD tx = HT-1080 IDH1 knockdown cell toxicity (counter line); HT-1080 IDH1 knockdown viability, ATP luminescence, 48 h; Potency, µM (series often up to 46.1 µM), inactives show at the top dose activity, negative = toxicity, most hits filed as cytotoxic; 360,000 compounds, 2% hits;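 also: potency is read from the fitted curve at half-maximal effect; 0% = DMSO wells and -100% = cell-free medium wells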
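Cytotoxicity counter-line: IDH1KD HT-1080, 48 h, CellTiter-Glo. Curves classed by r2, magnitude and activity.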
HT1080-NT tox = kills 2HG-producing HT-1080-NT fibrosarcoma cells; 360,000 compounds, 1.6% hits; Potency, µM (doses to about 46.1 µM), inactives show at the highest dose activity, negative = less viability, most hits filed as cytotoxic; HT-1080-NT fibrosarcoma viability, CellTiter-Glo ATP luminescence, 48 h; AID 686970;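 also: NT is the 2HG producing partner of a matched IDH1 knockdown line; potency is read from the fitted curve at half-maximal effect; 0% = DMSO-treated cells and -100% = media-only wells without cells; nearly all actives have a fitted effect of over 55% in size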
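HT-1080-NT fibrosarcoma cells (2HG-overproducing), 750 cells/well in RPMI with 5% FBS, dosed after 2 h and incubated 48 h at 37C. CellTiter-Glo luminescence normalized to DMSO and no-cell wells; concentration-response curves fitted and classed.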
WRN inhibitor = inhibitors of human WRN helicase; Potency, µM (top dose mostly 114 µM), for inactives: at the highest dose activity change, negative = inhibition, hits mostly inhibitors; WRN helicase unwinding, fluorescent forked duplex, kinetic; AID 651768; Q14191; 360,000 compounds, 0.46% hits; also: potency is read from the fitted curve at half-maximal effect; % is scaled to controls: 0 for no effect and ±100 for the full control effect; nearly all actives have a fitted effect of over 55% in size
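Enzyme (20 nM final) and test compound sit together 15 min at room temperature before substrate addition. Substrate is a single-forked duplex oligonucleotide (100 nM) labelled with fluorophore and quencher, with 2 mM ATP; helicase unwinding raises red fluorescence, read kinetically.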
SW480 rereplic = inducers of DNA re-replication in SW480 colon cancer cells; SW480 DNA re-replication, Hoechst DNA content imaging, 48 h; Potency, µM (doses to about 46.1 µM), for the others: top-dose re-replication activation, hits mostly activators; 340,000 compounds, 1.8% hits; also: potency is read from the fitted curve at half-maximal effect; % of control where 0% means no effect; nearly all actives have a fitted effect of over 55% in size
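Quantitative HTS format with DMSO vehicle controls; 48 hr drug incubation at 37 C, then 40 min Hoechst staining and scanning imager measurement at 405 nm excitation.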
KB-3-1 cytotox = KB-3-1 parental cell cytotoxicity. KB-3-1 viability, CellTiter-Glo ATP luminescence, 72 h. AID 1347075. Potency, µM (titrated, usually from 46.1 µM), inactives show top-dose activity change, negative = cytotoxic, actives largely listed as cytotoxic. 400,000 compounds, 1.4% hits; also: potency is read from the fitted curve at half-maximal effect; % is scaled to controls: 0 for no effect and ±100 for the full control effect; nearly all actives have a fitted effect of over 60% in size
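Parental KB-3-1 adenocarcinoma cells in phenol-red-free DMEM with 10% FBS were pin-treated with compounds at several concentrations, incubated 72 h at 37 °C, and viability read by CellTiter-Glo luminescence; concentration-effect curves were fitted after normalization.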
ATXN2 expr inh = ATXN2 expression inhibition; HEK-293 ATXN2-luciferase reporter, luminescence, 24 h; Potency, µM (highest dose often 57 µM), without a hit: at the highest dose activity change, negative = inhibition, most hits filed as inhibitors; 360,000 compounds, 0.72% hits; AID 1745845; also: potency is read from the fitted curve at half-maximal effect; % is scaled to controls: 0 for no effect and ±100 for the full control effect; nearly all actives have a fitted effect of over 55% in size
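qHTS (up to 57 uM final) was run with 24 h compound exposure of reporter cells at 37 °C. Each well was multiplexed: SteadyGlo luminescence measured ATXN2-luciferase expression after a fluorogenic Gly-Phe-AFC viability readout (25 uM final).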
IL-1B inflam inh = inhibitors of inflammasome signaling (IL-1 beta secretion). THP-1 LPS/ATP IL-1B secretion, AlphaLISA, 16 h; active compounds read low. activity change, % at 57.5 µM. 360,000 compounds, 4.7% hits. AID 743279; in the data active = activity change below about -50%; inconclusive = mostly about -30% to -49%; also: % is scaled to controls: 0 for no effect and ±100 for the full control effect
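Secreted IL-1B measured by AlphaLISA bead assay after 16 h compound exposure of THP-1 cells; compounds (final up to 57.5 uM) added 1 h before LPS (250 ng/mL) and ATP (1.25 mM) stimulation; lower signal means less secretion.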
MCF10A rereplic = DNA re-replication induction in MCF 10a cells. MCF 10A DNA re-replication, Hoechst nuclear intensity, 48 h. Potency, µM (doses to about 46.1 µM), inactives show at the top dose activity, positive = re-replication, actives largely listed as activators. 350,000 compounds, 2.9% hits. AID 624296; also: potency is read from the fitted curve at half-maximal effect; % of control where 0% means no effect; nearly all actives have a fitted effect of over 50% in size
KB-V1 cytotox = KB-V1 MDR subline cytotoxicity | KB-V1 MDR cells viability, CellTiter-Glo, 72 h | Potency, µM (top dose mostly 46.1 µM), inactives show at the top dose activity change, negative = cytotoxicity, usual class: cytotoxic | 400,000 compounds, 3.4% hits | AID 1347076; also: potency is read from the fitted curve at half-maximal effect; % is scaled to controls: 0 for no effect and ±100 for the full control effect; nearly all actives have a fitted effect of over 60% in size
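KB-V1 cells (P-gp-expressing MDR subline of KB-3-1) in phenol-red-free DMEM with 10% FBS were exposed to library compounds over a concentration series for 72 h at 37 degrees C. Viability read by CellTiter-Glo luminescence; concentration-effect curves fitted after normalization.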
An asterisk follows results filed as active; ? = inconclusive; . = no result given; [ ] = dose if it differs, or a comment. Unless noted, calls follow the shape of the dose curve; as a rule, active = well fitted curve in the direction sought with a large enough effect; inconclusive = small, poorly fitted or top-dose-only effect, or another doubt; inactive = no such curve, though single readings can be large; an effect the other way counts as inactive or inconclusive.

SMILES | HT1080 IDH1KD tx | HT1080-NT tox | WRN inhibitor | SW480 rereplic | KB-3-1 cytotox | ATXN2 expr inh | IL-1B inflam inh | MCF10A rereplic | KB-V1 cytotox
CC1(C)NC(=O)N(CCOCCOc2ccc3ccccc3c2Br)C1=O | ? | -16% | 10% | -1% | 3% | 56%[activator] | 19 | 11% | 21µM*
Cc1c(C)c2cc(Cl)c(OC(C)C(=O)NCCN3CCOCC3)cc2oc1=O (stereo unspecified) | 1% | -1% | 4% | 13% | -1% | 1% | -1 | 2% | -12%
O=C(NCc1ccccc1)C1c2ccccc2OCC(=O)N1Cc1ccc2c(c1)OCO2 (stereo unspecified) | ? | -1% | -4% | . | 22% | 7% | 12 | . | -27%
CC(C)c1nc(C(=O)N2CCc3c([nH]c4ccccc34)C2c2ccccn2)cs1 (stereo unspecified) | -20% | -1% | 6% | 10% | 1% | 8% | -64* | ? | -3%
Cc1cc2ccccc2n1CCNC(=O)C1CCCCC1 | 6% | 10% | 9% | 3% | 6% | -8% | -29 | 7% | ?
O=C(COc1ccc(F)cc1)Nc1nc(-c2cccnc2)cs1 | 4% | 10% | -16% | . | ? | . | 6 | . | -9%
CN(C(=O)COC(=O)c1ccccc1C(=O)c1ccccc1)c1ccccc1 | -2% | 10% | -4% | 5% | -6% | -9% | -1 | 4% | 21µM*
CCCCNC(=O)c1cc2n(n1)C(C(F)(F)F)CC(c1ccccc1)N2 (stereo unspecified) | 6% | -2% | 0% | -10% | 2% | 6% | -9 | ? | 7%
O=C1CCC(C(=O)N(CCO)Cc2ccccc2)CN1CC1CCCCC1 (stereo unspecified) | 0% | -1% | ? | -5% | 12% | 3% | 16 | -2% | 6%
CCOc1ccc(OCC(=O)OCc2csc(CC(=O)Nc3ccccc3C)n2)cc1 | 7% | 5% | 4% | -24% | 1% | 23% | 3 | -2% | -6%
CCOC(=O)N1CCC(NC(=O)c2cc(C(=O)NCC(OC)OC)ccc2CO)CC1 | -1% | 3% | 10% | -7% | 3% | 5% | 1 | -1% | -15%
Cc1cccc(C)c1NC(=O)COC(=O)c1cc(=O)[nH]c2ccccc12 | 14% | -3% | -1% | -8% | 0% | . | -1 | 0% | 23%
CCC[C@H]1NC(=O)[C@H](C)N(C)C(=O)C(C)(C)C(=O)C(C)NC(=O)[C@H](Cc2ccc(OC)cc2)N(C)C(=O)[C@H](C(C)C)N(C)C(=O)CNC(=O)[C@H](CC(C)C)N(C)C(=O)CNC(=O)[C@H]([C@@H](C)CC)OC(=O)[C@H]1C (stereo partly specified) | 1µM* | 0.82µM* | -3% | ? | 0% | ? | -29 | 1.5µM* | -1%
CCOC(=O)CCc1c(C)c(C#N)c2[nH]c3ccccc3n2c1=O | 1% | 9% | 0% | -1% | -11% | -23% | -90* | ? | ?
O=C(CN1CCN(Cc2ccccc2)CC1)N/N=C/C=C/c1ccco1 | 12% | 10% | -17% | . | -7% | 3% | 0 | 4% | -23%
CCCN(CCO)Cc1ccc2ccccc2c1 | -3% | -20% | -6% | -1% | 7% | -20% | -15 | 5% | -28%
CCCCN(C(=O)c1ccc([N+](=O)[O-])o1)c1c(N)n(CC(C)C)c(=O)[nH]c1=O | -7% | -6% | 0% | -4% | ? | 13% | 1 | 7% | -27%
CC(=O)c1ccc(NC(=O)COC(=O)c2ccccc2Nc2ccccc2)cc1 | -28% | -24% | -19% | -1% | -19% | -18% | 0 | 16% | -3%
O=C(NCCc1ccccc1)C1CCC(=O)N(Cc2cccc(C(F)(F)F)c2)C1 (stereo unspecified) | -5% | -6% | -23% | -1% | . | 4% | 10 | -2% | .
COc1ccc(-c2cc(C(=O)NCCCn3ccnc3)no2)cc1OC | 0% | -2% | 7% | 1% | 17% | 2% | -7 | -3% | -18%
O=C(CCNC(=O)c1ccc([N+](=O)[O-])cc1)Nc1cccc(S(=O)(=O)N2CCCCC2)c1 | -2% | -5% | -6% | 2% | -7% | -38% | ? | -6% | 1%
O=c1ccc(S(=O)(=O)N2CCCC2)cn1Cc1ccc(Cl)cc1Cl | -3% | -8% | -7% | 5% | ? | -23% | -4 | -5% | -7%
COc1ccc(S(=O)(=O)Nc2ccc(S(=O)(=O)N3CCCCC3)cc2)cc1 | -21% | -6% | -12% | 21% | -4% | -8% | 0 | 18% | -16%
CCOC(=O)c1c(C(C)(C)C)oc2ccc(O)cc12 | ? | ? | -3% | -2% | -6% | -16% | 8 | -4% | -4%
COc1ccc(C(C)NC(=O)Nc2ccc(C(C)=O)cc2)cc1OC (stereo unspecified) | -1% | 16% | 1% | ? | 1% | 37% | -12 | ? | 8%
Cc1ccccc1C(=O)N1CCN(c2ccc(NC(=O)Cc3ccccc3)cc2)CC1 | -1% | -3% | -33% | -4% | -2% | -9% | 0 | 14% | -35%
CN(CC(=O)Nc1ccccc1C(F)(F)F)C(=O)C1CC1 | -1% | -1% | 9% | -2% | 17% | 6% | -2 | -1% | ?
Cc1ccc(-n2nnnc2SCC(=O)Nc2cc(C)on2)c(C)c1 | 5% | 4% | 2% | 3% | 9% | 23% | -3 | -3% | 20%
O=c1oc(-c2cccs2)nc2ccc(Br)cc12 | -8% | 4% | -7% | 7% | 5% | -3% | -5 | 4% | 17%
CCOc1ccc(C(=O)Nc2cccc(-n3cnnn3)c2)cc1OCC | -2% | -2% | -1% | -10% | 2% | -1% | 0 | 12% | 15%

Individual results from above.
O=c1oc(-c2cccs2)nc2ccc(Br)cc12 in ATXN2 expr inh is listed with -3%
O=C(NCCc1ccccc1)C1CCC(=O)N(Cc2cccc(C(F)(F)F)c2)C1 (stereo unspecified) in MCF10A rereplic is listed with -2%
CCOc1ccc(C(=O)Nc2cccc(-n3cnnn3)c2)cc1OCC in ATXN2 expr inh is listed with -1%
COc1ccc(-c2cc(C(=O)NCCCn3ccnc3)no2)cc1OC in SW480 rereplic is listed with 1%
O=c1ccc(S(=O)(=O)N2CCCC2)cn1Cc1ccc(Cl)cc1Cl in IL-1B inflam inh is listed with -4

The list continues:
SMILES | HT1080 IDH1KD tx | HT1080-NT tox | WRN inhibitor | SW480 rereplic | KB-3-1 cytotox | ATXN2 expr inh | IL-1B inflam inh | MCF10A rereplic | KB-V1 cytotox
CC1CCC2(CC1)NC(=O)N(CC(=O)c1ccc3c(c1)OCO3)C2=O (stereo unspecified) | -1% | 16% | -1% | 13% | -3% | 14% | 0 | -5% | -5%
COc1cc(NC(C)=O)ccc1NC(=O)c1cc2ccccc2o1 | 7% | 11% | -7% | -6% | -2% | . | -4 | -2% | 1%
COc1ccc(NC(=S)N2CCN(C/C=C/c3ccccc3)CC2)cc1 | -2% | -13% | -11% | 3% | -14% | -34% | -18 | 8% | ?
Cc1ccc(Nc2cccccc2=O)cc1 | 29µM* | -4% | 16% | -12% | -3% | 57%[activator] | -21 | -47% | 2%
CC(=O)c1ccc(Nc2nc3ccccc3nc2NS(=O)(=O)c2cccs2)cc1 | -2% | 0% | -5% | -6% | ? | . | -1 | 15µM* | ?
COc1ccc(OC)c(S(=O)(=O)CC(O)COc2ccccc2Cl)c1 (stereo unspecified) | -1% | -1% | 3% | 2% | -11% | 2% | 13 | -33% | 0%
Cc1cc(C(=O)CSc2ccc(F)cc2)cc(C)c1O | -23% | -3% | -14%[57.1 µM] | 32% | 0% | 52%[activator] | -2 | -1% | -10%
COc1ccc2c(c1)C(=O)N(c1ccc(C)cc1)C(=O)C2 | 8% | 3% | -8% | 0% | -22% | 9% | 31 | 4% | 16%
COc1ccc(-n2c(COc3cccc4ccccc34)nnc2SCC(=O)NCc2ccco2)cc1 | -3% | -16% | -11% | ? | -3% | ? | -27 | -2%[0.0737 µM] | 0%
Cc1c(NS(=O)(=O)c2ccc(Br)s2)c(=O)n(-c2ccccc2)n1C | 4% | 3% | -7% | -5% | 14% | 12% | 13 | 4% | 19%
CC(=O)OC/C=C(\C)CCC=C(C)C | 0% | 24% | 0% | 0% | 6% | 5% | -11 | 0% | -6%
O=C(NC1CCS(=O)(=O)C1)c1ccc(S(=O)(=O)N2CCCCC2)cc1 (stereo unspecified) | 8% | -2% | 6% | -1% | 13% | -19% | 6 | -7% | 6%
Cc1cc(CNC(=O)CC2C(=O)NCCN2Cc2ccccc2C(F)(F)F)nn1C (stereo unspecified) | 0% | -3% | 6% | -5% | 0% | . | -13 | 12% | 10%
COc1cccc2c(=O)c3c(cnn3C)n(C)c12 | -8% | -3% | -22% | 24% | -21% | -5% | -54* | ? | 21µM*

Pulled one by one from the entries so far (2):
SMILES | HT1080 IDH1KD tx | HT1080-NT tox | WRN inhibitor | SW480 rereplic | KB-3-1 cytotox | ATXN2 expr inh | IL-1B inflam inh | MCF10A rereplic | KB-V1 cytotox
CC1CCC2(CC1)NC(=O)N(CC(=O)c1ccc3c(c1)OCO3)C2=O (stereo unspecified) | -1% | 16% | -1% | 13% | -3% | 14% | 0 | -5% | -5%
COc1cccc2c(=O)c3c(cnn3C)n(C)c12 | -8% | -3% | -22% | 24% | -21% | -5% | -54* | ? | 21µM*
